# From PubChem
# LYPLA1 inh: counter-screen for PME1 inhibitors: inhibitors of human LYPLA1; recombinant LYPLA1, FP-Rh probe fluorescence polarization; inhibition, % at 5.9 µM; actives 0.16% (n = 320,000);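 active = inhibition above the mean of all tested compounds plus 3 SD, set per campaign, cut at about 14% in these data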;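 also: inhibitors block serine hydrolase probe labeling of LYPLA1 so polarization falls; 0% = enzyme with DMSO and 100% = wells lacking LYPLA1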
# PAFAH2 inh: PAFAH2 (human) inhibition; AID 492956; recombinant PAFAH2, FP-rhodamine activity probe, fluorescence polarization; actives 0.99% (n = 340,000); inhibition, % at 3.39 µM; Q99487;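 active = inhibition above the mean over all tested compounds plus 3 SD, cut at about 30% in these data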;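 also: inhibitors block probe labeling of enzyme so polarization drops; 0% = enzyme with DMSO and 100% = wells lacking PAFAH2 protein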
# LYPLA2 inh: counter-screen for PME1 inhibitors: inhibitors of human LYPLA2; recombinant LYPLA2, FP-Rh probe fluorescence polarization; actives 0.38% (n = 320,000); inhibition, % at 5.9 µM; O95372; AID 2177;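 active = inhibition above the screen-wide mean plus 3 SD, limit set per campaign, cut at about 26% in these data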;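 also: 0% = LYPLA2 with DMSO and 100% = wells lacking LYPLA2 enzyme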
# Target sequence (O95372 whole entry, looked up): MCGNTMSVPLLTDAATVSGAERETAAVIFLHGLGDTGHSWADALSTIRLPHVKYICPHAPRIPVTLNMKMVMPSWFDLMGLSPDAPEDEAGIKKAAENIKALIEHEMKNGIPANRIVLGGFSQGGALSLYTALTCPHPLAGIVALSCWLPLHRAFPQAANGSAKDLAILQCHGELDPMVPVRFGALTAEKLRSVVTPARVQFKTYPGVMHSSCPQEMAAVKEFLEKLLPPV
# GSTO1 counter: counter-screen for RBBP9 inhibitors: inhibitors of human GSTO1 | P78417 | AID 1974 | inhibition, % at 5.96 µM | recombinant GSTO1, activity-based probe fluorescence polarization | actives 1.1% (n = 300,000);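 active = inhibition above the campaign mean inhibition plus 3 SD, cut at about 35% in these data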;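 also: 0% = GSTO1-1 with DMSO and 100% = wells lacking GSTO1-1 enzyme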
# Target sequence (P78417 whole entry, looked up): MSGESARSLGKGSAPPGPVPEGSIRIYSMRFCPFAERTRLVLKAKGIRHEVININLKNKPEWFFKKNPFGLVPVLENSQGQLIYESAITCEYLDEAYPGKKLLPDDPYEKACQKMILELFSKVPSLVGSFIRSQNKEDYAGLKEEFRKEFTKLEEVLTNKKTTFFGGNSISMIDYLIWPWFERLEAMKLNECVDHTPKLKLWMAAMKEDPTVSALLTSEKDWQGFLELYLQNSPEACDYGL
# PAFAH1B3 inh: blocks human PAF acetylhydrolase 1B catalytic subunit 3. recombinant PAFAH1B3, FP-rhodamine probe, fluorescence polarization. inhibition, % at 3.39 µM. actives 0.28% (n = 340,000);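 active = inhibition above the screen-wide average of all tested compounds plus 3 SD, cut at about 25% in these data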;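 also: 0% = enzyme with DMSO only and 100% = wells lacking PAFAH1B3 protein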
# pPAFAH FP inh: pPAFAH (human) enzyme inhibition; Q13093; recombinant pPAFAH, FP-rhodamine probe fluorescence polarization; inhibition, % at 3.39 µM; actives 1.5% (n = 330,000); AID 463082;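 active = inhibition above the mean inhibition across the screen plus 3 SD, cut at about 25% in these data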;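 also: inhibitors block binding of the rhodamine activity-based probe so polarization drops; 0% = enzyme with DMSO and 100% = wells lacking pPAFAH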
# Target sequence (Q13093 whole entry, looked up): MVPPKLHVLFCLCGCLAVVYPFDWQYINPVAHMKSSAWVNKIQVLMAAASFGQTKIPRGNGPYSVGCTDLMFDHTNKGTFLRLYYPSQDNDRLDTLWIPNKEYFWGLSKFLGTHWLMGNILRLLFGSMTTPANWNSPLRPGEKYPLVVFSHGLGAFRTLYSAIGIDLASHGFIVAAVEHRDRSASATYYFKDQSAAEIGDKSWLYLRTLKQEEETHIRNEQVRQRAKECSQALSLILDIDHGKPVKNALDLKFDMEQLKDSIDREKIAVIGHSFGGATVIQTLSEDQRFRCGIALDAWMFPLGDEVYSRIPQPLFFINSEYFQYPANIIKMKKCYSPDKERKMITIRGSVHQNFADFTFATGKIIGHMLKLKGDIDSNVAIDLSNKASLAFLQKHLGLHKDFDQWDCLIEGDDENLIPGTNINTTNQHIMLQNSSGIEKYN
# PAD4 FP inh: inhibitors of human PAD4; Q9UM07; recombinant PAD4, RCA probe fluorescence polarization; inhibition, % at 6.36 µM; actives 0.41% (n = 330,000);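 active = percent inhibition above a cutoff equal to the mean of all tested compounds plus 3 SD, cut at about 15% in these data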;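 also: 0% = PAD4 with RCA probe and DMSO and 100% = probe without PAD4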
# PAFAH1B2 FP inh: inhibitors of human PAFAH1B2; recombinant PAFAH1B2, FP-rhodamine activity probe, fluorescence polarization; actives 1.2% (n = 340,000); inhibition, % at 3.39 µM; AID 492953; P68402;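 active = inhibition above the mean of all tested compounds plus 3 SD, cut at about 24% in these data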;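 also: 0% = enzyme with DMSO and 100% = wells lacking PAFAH1B2; many of its hits are not listed in these tables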
# PREPL inhibitor: inhibits the human prolyl oligopeptidase-like enzyme | inhibition, % at 5.96 µM | Q4J6C6 | actives 0.68% (n = 320,000) | recombinant PREPL, fluorescence polarization activity-based probe; in the data active = inhibition above about 43%;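 also: 0% = enzyme with DMSO and 100% = wells lacking enzyme; many of its hits are not listed in these tables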
# An asterisk follows results filed as active; nt = no result given.
compound,LYPLA1 inh,PAFAH2 inh,LYPLA2 inh,GSTO1 counter,PAFAH1B3 inh,pPAFAH FP inh,PAD4 FP inh,PAFAH1B2 FP inh,PREPL inhibitor
COc1ccc(-c2nc(SC)n(C)c(=O)c2C#N)cc1OC,-1,-3,1,1,0,6,1,3,-1
O=C(COC(=O)Cn1cnc2ccccc2c1=O)Nc1cc(Cl)ccc1[N+](=O)[O-],0,-2,11,8,6,1,1,-2,-5
COc1ccc(N2CCN(c3ccc(S(=O)(=O)N(C(C)C)C(C)C)cn3)CC2)cc1,4,-4,3,2,5,1,-2,4,5
O=C([C@@H]1CCCN1C(=O)c1cccs1)N1CCN(S(=O)(=O)c2ccccc2F)CC1,-1,9,-4,nt,3,0,-3,6,-1
O=C(COC(=O)c1ccc(S(=O)(=O)NCc2ccco2)cc1)NCc1ccccc1,nt,21,nt,nt,2,20,-2,5,16
CCC(Cc1ccccc1)NC(=O)CN(C)S(=O)(=O)c1ccc2c(c1)c(=O)n(C)c(=O)n2C (stereo unspecified),0,-1,-5,-2,5,5,-2,1,-2
COC(=O)c1cc(C#N)c(Oc2cccc(C)c2C)nc1C,6,-1,3,0,-2,6,-7,-4,-4
COC(=O)CN1C(C)=Nc2ccc(Br)cc2C1c1ccccc1 (stereo unspecified),2,3,8,2,9,3,1,-3,17
CCc1cc2c(=O)c(-c3nc4ccccc4n3C)c(C)oc2c(CN(CC)CC)c1O,-5,6,-6,7,15,1,-6,-2,7
COc1ccc(OC)c(S(=O)(=O)N2CCN(C34CC5CC(CC(C5)C3)C4)CC2)c1,-2,-7,7,1,14,0,0,6,19
Cc1cccc(C(=O)Nc2ccc(N3CCN(c4ccc(C(F)(F)F)cn4)CC3)nc2)c1,-2,-2,3,6,-9,6,0,-1,1
CC1=CC2=NC(=O)/C(=C\c3cc(C)n(-c4ccc(F)cc4)c3C)C(=N)N2O1,1,-11,2,0,12,7,-6,-2,0
CC(=O)NC1=NN(C(C)=O)C(C)(c2ccco2)S1 (stereo unspecified),-1,-4,-7,-7,4,-6,-8,-4,4
CCOC(=O)c1ccc(NC(=O)CSc2nnc(CC)o2)cc1,-1,-1,1,4,2,-2,2,0,8
CCOC(=O)c1cn(Cc2ccccc2)nn1,-1,0,-5,0,5,-6,-1,1,-3
CC(C)Oc1ccc(CSC(=N)N)cc1,-4,4,3,3,1,-4,1,4,-8
CC(C)c1ccccc1OCC(=O)N(C)CC(=O)Nc1ccc(F)cc1,1,1,2,-2,0,-2,1,6,-3
COc1cccc(C(=O)NC(=O)Nc2cc(C)on2)c1,2,-1,4,4,13,2,-3,1,-4
COC(=O)c1cc(OC)c(OC)cc1NC(=S)N1CCC(C(N)=O)CC1,-2,-2,11,0,9,8,3,-4,2
O=C(Nc1ccc(F)cc1F)NC1CCCc2ccccc21 (stereo unspecified),2,-8,4,-1,0,5,-1,2,10
CCC(C(=O)NCCCc1ccccc1)c1ccccc1 (stereo unspecified),-2,3,0,13,0,2,-3,-1,8
CC(=O)C1=C(O)C(=O)N(c2cccnc2)C1c1ccc([N+](=O)[O-])cc1 (stereo unspecified),4,nt,-1,2,nt,0,1,nt,-1
N#Cc1c(-c2cccs2)cc(-c2cccnc2)nc1N,2,-9,12,-6,8,9,-1,2,4
Cc1ccc(-n2nnnc2SC(C(=O)c2c[nH]c3ccccc23)c2ccccc2)cc1 (stereo unspecified),-39,-4,-81,-2,6,-21,-1,1,-8
O=C(CN1C(=O)c2ccc([N+](=O)[O-])cc2C1=O)NC1CCCCCC1,2,3,4,-5,1,1,-2,6,-1
c1ccc(N2CCN(Cc3cn4cccnc4n3)CC2)cc1,-5,-2,-9,1,3,-7,0,4,7
CCCC(=O)Nc1cccc(-c2nc3cc(C)c(C)cc3o2)c1,0,-10,0,6,-1,-1,-1,4,4
Cc1ccc(C(=O)CCC(=O)OCC(=O)Nc2c(C)nn(-c3ccccc3)c2C)cc1,3,7,1,1,2,14,-3,-1,-9
CCc1nc2ccccc2c2nc3ccccc3n12,-2,-15,-2,-2,2,1,-3,-6,-63
CC(=O)Nc1cccc(-c2nn[nH]n2)c1,-1,-2,-2,-6,-6,-3,-2,4,29
CCOC(=O)CCNC(=O)N1CCCC(N(C)CCc2ccccc2)C1 (stereo unspecified),-2,-6,2,3,6,0,2,5,7
Cc1c(C(=O)Nc2c(F)cccc2F)sc2ncn(CC(=O)N3CCCCC3)c(=O)c12,-1,5,5,10,4,3,1,0,7
COc1ccc(CNC(C)C2COc3ccccc3O2)c(OC)c1 (stereo unspecified),1,-1,7,8,-4,-1,2,5,2
O=C(NC(=S)NCc1ccco1)c1cccc(Cl)c1,-1,-2,9,1,2,4,0,5,-5
Oc1ccc(Br)cc1CNc1cccc2cccnc12,-15,-4,-13,46*,16,24,-8,7,28
CN(C)S(=O)(=O)c1ccc(C(=O)NCc2nnc(SCC(=O)N3CCCC3)o2)cc1,4,4,6,4,1,-3,3,-2,-4
O=C(COC(=O)Cn1[nH]c(=O)c2ccccc2c1=O)NNC(=O)c1ccc(Br)cc1,-1,-5,5,nt,6,-6,0,9,13
O=C(O)CCCNS(=O)(=O)c1cccc2nsnc12,-3,10,3,1,12,-4,-3,-1,4
C=CCNC(=O)c1c(CSc2ccc(F)cc2)noc1C(=O)NCCC,-4,-1,-2,2,1,8,-2,6,3
Cc1cccn2c(=O)c3cc(C(=O)NCCc4ccccc4)c(=N)n(CC4CCCO4)c3nc12 (stereo unspecified),0,-11,4,0,1,7,-1,1,20
CCc1ccc(C(C)NC(=O)C2CCCC2)cc1 (stereo unspecified),0,-4,-2,-6,8,-2,-7,8,2
CCOc1ccc(N2C(=O)CC(NC3CCCCNC3=O)C2=O)cc1 (stereo unspecified),3,3,6,8,10,-4,-6,7,16
CC(Oc1ccccc1F)c1nnc(SCC(=O)c2c(N)n(C3CC3)c(=O)[nH]c2=O)o1 (stereo unspecified),-1,-5,3,nt,6,0,0,4,5
O=C(CN1C(=O)CSc2ncccc21)NCCN1CCOCC1,-1,0,-5,6,1,-2,0,-2,5
COc1cc(NC(=S)Nc2ccc(OC(F)F)cc2)cc(OC)c1,-4,-4,1,-9,4,6,-2,3,9
COc1cc(N=c2ssnc2Cl)cc(OC)c1OC,4,4,2,-6,2,1,-1,6,-2
Cn1cc(CNCC2CCCO2)c(-c2ccc(Oc3ccccc3)cc2)n1 (stereo unspecified),1,-2,0,-8,-1,5,-2,5,26
Cc1ccc(NC(=O)N2CCSc3ccccc32)cc1,1,-4,11,11,-1,1,-3,7,0
Cc1ccc(C)c2[nH]c(=O)c(CCNC(=O)c3cccs3)cc12,6,-5,3,4,0,0,2,-1,-8
CCCn1c(Nc2cccc(OC)c2)nc2ccccc21,6,7,12,-1,-1,4,5,8,8

# New compounds follow.
compound,LYPLA1 inh,PAFAH2 inh,LYPLA2 inh,GSTO1 counter,PAFAH1B3 inh,pPAFAH FP inh,PAD4 FP inh,PAFAH1B2 FP inh,PREPL inhibitor
CC(C)(C)c1cc(-c2ccco2)c(C#N)c(SCC#N)n1,1,5,1,8,6,0,-5,6,2
CCn1cc(S(=O)(=O)Nc2ccc(Cl)cc2F)cn1,4,-1,7,5,6,2,2,2,7
COc1ccc(CCNC(=O)CCc2nc3sc4c(c3c(=O)[nH]2)CCCC4)cc1,-4,9,-10,-7,3,3,-17,6,-14
COC(=O)C1CN(C(=O)COc2ccc(Cl)cc2C)c2ccccc2O1 (stereo unspecified),8,9,13,3,5,5,0,7,-5
COc1cc(CNCc2ccncc2)cc(OC)c1OC,1,9,6,0,4,-4,-5,2,-2
COc1ccc(OC)c(NC(=O)c2cccc(N3C(=O)C4C5C=CC(C6CC56)C4C3=O)c2)c1 (stereo unspecified),0,6,-1,9,6,2,-1,0,3
COc1ccc(Br)cc1CNc1ccc2[nH]c(=O)[nH]c2c1,4,2,-4,-10,11,11,-8,4,16
CCOC(=O)c1cnc2ccc(C)cc2c1NCCO,0,5,10,1,5,5,4,2,8
CCOC(=O)N1CCC(NC(=O)C2CCCN(S(=O)(=O)c3cccnc3)C2)CC1 (stereo unspecified),2,1,-2,2,-1,2,-1,8,-2
CCOc1ccc(N2CC(NS(=O)(=O)c3cccnc3)CC2=O)cc1 (stereo unspecified),2,4,9,-2,13,4,1,2,-6
CCN(c1ccccc1)S(=O)(=O)c1nnc(NC(=O)c2ccccc2OC)s1,-5,12,-2,-19,3,15,-1,13,-3
CN1CCN(C(=O)/C(=C/c2ccco2)NC(=O)c2ccccc2)CC1,-1,4,-3,2,0,2,-4,-2,-1
CCOC(=O)c1[nH]c(C)c(C(=O)NC2CCCCC2)c1C,0,0,-5,9,7,-6,-1,9,16
CCN1CCN(C(=O)C2COc3ccccc3O2)CC1 (stereo unspecified),2,4,0,1,10,2,-1,-7,-3
O=C(O)c1cc2c([nH]c1=O)CCCC2,-2,7,-2,0,8,-1,-1,7,2
CCC(CC)NC(=O)COc1ccc(OC)cc1C=O,3,3,2,4,1,0,-5,1,0
CC(C)(C)NC(=O)CN(C(=O)CS(=O)CC(=O)Nc1ccc(F)cc1)c1ccc(Cl)cc1 (stereo unspecified),3,-3,0,-2,2,5,-2,13,7
N#CC(C(=O)Nc1ccc(Cl)c(Cl)c1)=C1Nc2ccccc2N1,-6,12,1,16,12,14,3,8,15
Clc1ccc(CN2CCN(c3ncccn3)CC2)c(Cl)c1,-3,-3,3,-3,12,1,5,-2,10
COc1ccc2cc(CN(Cc3cccnc3)Cc3nnnn3Cc3ccccc3)c(=O)[nH]c2c1,4,nt,2,4,nt,0,2,nt,-13
CC(C)NS(=O)(=O)c1ccc2c3c(cccc13)CC2,-1,-6,4,8,11,3,0,2,0
COc1cccc(-c2ncc3ccccc3c2COC(=O)c2ccccc2C(=O)O)c1,3,2,2,nt,0,4,-4,6,7
COc1cc(C(=O)NCc2nnc(SCC(=O)Nc3cccc(C(F)(F)F)c3)o2)cc(OC)c1OC,-3,4,2,4,0,3,-3,3,1
Nc1nc(C(=O)N2CCOCC2)nn1C(=O)c1ccc(Cl)cc1,0,3,4,3,8,0,-3,9,8
O=C(CCc1ccccc1)NC(NC(=S)Nc1ccc(Br)cc1)C(Cl)(Cl)Cl (stereo unspecified),-16,-20,-32,-1,-15,-8,0,-2,-17
NCc1ccccc1,0,0,-2,3,6,3,-5,1,-8
CCc1ccc(NC2=NC(C(=O)c3ccccc3)CC(=O)N2)cc1 (stereo unspecified),-2,1,5,4,12,3,0,5,6
N#C/C(=C\c1cn[nH]c1-c1ccccc1)C(=O)NC1CCCCCC1,0,5,1,1,-10,2,-4,-3,-1
O=C(Cn1c(=O)oc2cc(S(=O)(=O)NCc3ccccc3)ccc21)N1CCCC1,4,0,3,7,3,-3,2,1,16
C/C(=N\NC(=O)CCC(=O)NCc1ccccc1)c1ccc([N+](=O)[O-])cc1,nt,5,nt,nt,6,6,2,5,2

# A portion of the library, so the mix of outcomes need not match the whole.
